Screening results as filed in PubChem BioAssay.
human PMI inhibitors – MPI inhibition at elevated mannose 6-phosphate – biochemical, fluorescence intensity, high mannose 6-phosphate, primary screen (AID 1220) | inhibition, % at 20 µM, or IC50 in µM where a hit was titrated | recombinant PMI enzyme, coupled fluorescence intensity; higher % means a stronger effect | 190,000 tested, 0.66% active
Hep lipid drop – modulators of hepatic lipid droplet formation | AML12 mouse hepatocytes, oleate lipid droplets, BODIPY imaging | inhibition, % at 6.5 µM | 240,000 tested, 0.4% active;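 active = lipid droplet intensity inhibited by at least 50%, with more than 500 cells counted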
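Assay system: AML12 mouse liver cells | Compound dosing: One dose, 6.5 µM compound | Read-out basis: Droplet intensity reduction, % inhibition | Measured by: Fluorescence imaging, 20x objective, two fields per well | Schedule: Overnight treatment with compound plus oleate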
PMI inhibitors – MPI enzyme activity inhibition – biochemical, fluorescence intensity, coupled assay, primary screen (AID 1209); purified PMI enzyme, coupled fluorescence intensity; higher % means a stronger effect; inhibition, % at 20 µM, or IC50 in µM where a hit was titrated; 190,000 tested, 0.42% active;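 note: plate controls were DMSO vehicle for no effect and wells lacking substrate for full effect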
UTI89 phage lysis – inhibition of K1F phage lysis, E. coli UTI89, bacterial capsule biogenesis inhibitors, alamar blue (AID 488966); one-dose inhibition, % at 100 µM; IC50 in µM for titrated hits; 340,000 tested, 0.02% active; E. coli UTI89 K1F phage lysis, alamar blue, 2 h; higher % means a stronger effect;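 active = phage lysis inhibition, versus mean bacterial control, above a set limit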;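 note: capsule biogenesis inhibitors block K1F phage lysis so surviving cells raise fluorescence; higher fluorescence means more inhibition of phage lysis; actives were called in the ten point dose series up to 300 µM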
M1AAP inhibition – P. falciparum M1AAP inhibitors, biochemical, fluorogenic H-Leu-NHMec substrate, 1536-well (AID 1445) | recombinant M1AAP, H-Leu-NHMec fluorogenic kinetic assay; higher % means a stronger effect | one-dose inhibition, % at 30 µM; IC50 in µM for titrated hits | 220,000 tested, 0.42% active;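 active = primary inhibition above the hit cutoff, then over 50% inhibition at one or more dose response concentrations, cut at about 23% in these data, passing the limit was not always enough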;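 note: plate controls were DMSO full reaction for no effect and no enzyme background for full effect; strong numbers were not always called active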
Siah-1 displacement – Siah-1 peptide-binding antagonists, primary screen, biochemical, fluorescence polarization, rhodamine-plectin, uHTS (AID 1817) | Siah-1 / rhodamine-plectin peptide fluorescence polarization; higher % means a stronger effect | 290,000 tested, 0.02% active | displacement, % at 20 µM, or IC50 in µM where a hit was titrated;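 active = displacement of at least 50% at 20 µM, with a fluorescence ratio check between 0.3 and a set limit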;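 note: plate controls were Siah plus tracer with DMSO for no effect and tracer alone without Siah for full effect; strong numbers were not always called active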
M17LAP inhibition – P. falciparum M17LAP inhibitors, primary screen, biochemical, fluorogenic H-Leu-NHMec substrate, 1536-well (AID 1619). recombinant M17LAP, H-Leu-NHMec fluorogenic kinetic assay; higher % means a stronger effect. inhibition, % at 30 µM; hits with a dose series show IC50 in µM. 220,000 tested, 0.38% active;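 active = compound inhibiting the enzyme by more than half at any dose during confirmatory dose-response retesting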;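 note: plate controls were full reaction with DMSO carrier for no effect and no enzyme background for full effect; strong numbers were not always called active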
XIAP displacement – XIAP antagonists, biochemical, IAP family, fluorescence polarization (AID 1018). 200,000 tested, 0.007% active. displacement, % at 20 µM; hits with a dose series show IC50 in µM. XIAP BIR domain, fluorescence polarization peptide displacement; higher % means a stronger effect; in the data active = displacement above about 50%; note: a part of the inactive calls stands beside numbers as strong as those of hits
TNAP activation fold – stimulation of alkaline phosphatase TNAP activity – biochemical, luminescent, no phosphate acceptor, uHTS, primary screen (AID 1001) | 200,000 tested, 0.03% active | activation fold at 20 µM; hits with a dose series show EC50 in µM | purified TNAP, luminescent activation assay, no phosphate acceptor; higher activation fold means a stronger effect; in the data active = activation fold from about 3, or a potency from the dose series; inactive = the rest, 99 in 100 with activation fold below about 1.6; note: many of its hits are not listed in these tables
Hep lipid drop cells 6.5 µM – further read-out of Hep lipid drop, marked with its call; cell count; measured here: cell count, cytotoxicity flag;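 cells counted across two imaged fields per well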
The depositor's hits bear a star; i = inactive; nt = not tested or not shown; [ ] = another dose, or the depositor's remark. Cut-off read from the data, not from the text of the source, unless noted: active = inhibition above about 50%; inactive = the rest.

SMILES	human PMI inhibitors	Hep lipid drop	Hep lipid drop cells 6.5 µM	PMI inhibitors	UTI89 phage lysis	M1AAP inhibition	Siah-1 displacement	M17LAP inhibition	XIAP displacement	TNAP activation fold
O=[N+]([O-])c1cc(/C=N/O)ccc1Oc1ccccc1Cl	11%	0	718	10%	0.0%	2%	-1%	2%	0.2%	1
O=C(CCCc1c[nH]c2ccccc12)N1CCN(S(=O)(=O)c2cccs2)CC1	15%	nt	nt	15%	0.2%	1%	0%	-7%	-5.1%	1.1
CCc1ccc(NC(=O)C(=O)NCCOc2ccccc2Cl)cc1	6%	12	764	-12%	0.2%	0%	17%	1%	-1.3%	1
Cc1cc(F)ccc1N1CCC(N2CCN(C(C)C)C(CCO)C2)CC1 (stereo not given)	14%	5	726	23%	-0.2%	4%	0%	1%	-1.1%	1.1
CSc1ccccc1NC(=O)N1CCC(CO)(CC2CCCCO2)CC1 (stereo not given)	nt	4	681	nt	0.4%	1%	0%	3%	3.1%	1.1
COc1ccc(N=CC2=C(O)c3ccccc3C2=O)cc1	6%	-1	748	8%	0.5%	7%	-1%	2%	-4.2%	1
Cc1cccc(NCC(=O)N/N=C/c2cccc(Br)c2)c1	-6%	-4	697	-4%	1.4%	4%	1%	2%	-2.7%	1
Cc1c(Br)c([N+](=O)[O-])nn1CC(=O)N1CCc2ccccc2C1	3%	-25	645	-6%	0.2%	7%	1%	-2%	1.9%	1.1
Cc1noc(C)c1C(=O)N1CCCC(C(=O)c2cccc(OC(C)C)c2)C1 (stereo not given)	-2%	-4	704	2%	0.5%	nt	14%	nt	-2.4%	1
Cc1ccc(S(=O)(=O)N2CCN(C(=O)CN3C(=O)NC4(CCOc5ccccc54)C3=O)CC2)cc1 (stereo not given)	4%	-1	753	14%	3.4%	-3%	4%	3%	-3.1%	1.1
Cc1cc(C)nc(/N=C(/NC(=O)Nc2cccc(Cl)c2)Nc2ccccc2)n1	15%	nt	nt	16%	-1.5%	9%	-3%	0%	-5.0%	1
COC(=O)c1cnn(-c2nc(OC)cc(OC)n2)c1C	-4%	0	569	-4%	0.9%	1%	5%	5%	-5.5%	1.1
CN1N=C2c3ccccc3CCCC2C1c1ccc(F)cc1 (stereo not given)	nt	-10	735	nt	-1.4%	-7%	0%	12%	nt	nt
CC1CN(C2CCN(C(=O)c3ccccc3)CC2)CC(C)O1 (stereo not given)	12%	9	799	12%	-0.9%	0%	0%	6%	-6.4%	1.1
O=C(COc1ccccc1)Nc1ncc2c(n1)CCCC2=O	3%	1	749	3%	0.6%	-2%	-1%	-7%	-4.4%	1.1
COc1ccc(Nc2nc3c(C)cccc3cc2C#N)c(OC)c1	4%	23	543	21%	2.5%	2%	-2%	7%	1.1%	1.1
O=C1CCCC(=O)C1CS(=O)(=O)c1ccccc1	3%	-11	704	-51%	0.6%	3%	0%	1%	-5.7%	1.1
Cc1cccc(-n2cnc(C(=O)NNC(=S)Nc3ccc(Cl)cc3)c2)n1	-4%	19	714	7%	0.4%	-15%	-16%	0%	-5.5%	2.1
Cc1noc(C)c1COc1cccc(C(=O)Nc2ccc3c(c2)OCO3)c1	1%	-1	778	-2%	-0.2%	4%	4%	1%	-4.5%	1.1
Nc1c(N(CCO)C(=O)/C=C/c2ccco2)c(=O)[nH]c(=O)n1Cc1ccccc1	6%	-15	749	-3%	0.2%	-2%	0%	21%	-11%	1
COc1cc(CCC(=O)OCC(=O)Nc2ccc(C(N)=O)cc2)cc(OC)c1OC	11%	-3	686	4%	3.0%	-3%	-1%	-2%	-12%	1.1
Cc1ccc(N(C)S(=O)(=O)c2cccc(C(=O)Nc3nc4ccccc4[nH]3)c2)cc1	-26%	6	695	-11%	1.0%[50 µM]	-4%	-4%	14%	-4.3%	1.2
O=C(CCc1nnc(-c2ccc3c(c2)OCO3)o1)NC(c1ccccn1)C(F)(F)F (stereo not given)	1%	5	730	3%	-0.4%	2%	2%	4%	-9.3%	1.1
CCOc1ccc(Cc2nnc(SCC(=O)c3ccc(OC)cc3)o2)cc1	6%	nt	nt	-6%	-0.9%[50 µM]	1%	0%	15%	-3.5%	1.1
Cc1ccc(C(=O)N(Cc2cccnc2)Cc2cc3cc(C)ccc3n3nnnc23)cc1	-2%	2	532	3%	-0.2%	3%	-8%	11%	3.3%	1.1
Going on with the list:
SMILES	human PMI inhibitors	Hep lipid drop	Hep lipid drop cells 6.5 µM	PMI inhibitors	UTI89 phage lysis	M1AAP inhibition	Siah-1 displacement	M17LAP inhibition	XIAP displacement	TNAP activation fold
Cn1c(=O)c2cc(NCc3ccccc3)nnc2n(C)c1=O	31%	nt	nt	35%	0.2%	16%	-1%	-3%	-2.0%	1.1
Cc1c(C(N)=O)sc2ncn(CC(=O)N3CCC(C)CC3)c(=O)c12	-9%	22	839	-6%	0.2%	-6%	-10%	-10%	-1.2%	1.1
Cc1ccc(-n2nc3ccc(NC(=O)c4cccc([N+](=O)[O-])c4C)cc3n2)cc1	-7%	28	486	4%	0.1%	1%	7%	-8%	-1.9%	1.1
COCCN(C(=O)C(C)C)c1nnc(-c2cccc(C)c2)s1	6%	nt	nt	4%	7.8%	-2%	-3%	12%	-3.3%	1.1
COC(=O)c1cc(NC(=O)CN2CCOCC2)cc(C(=O)OC)c1	3%	nt	nt	2%	1.0%	0%	2%	3%	-1.8%	1.1
CCOC(=O)c1c(-c2ccc(C)o2)csc1NC(=O)CSc1ncn[nH]1	3%	11	767	7%	0.2%	0%	2%	20%	-4.4%	1.1
O=C1NC(Cc2c[nH]c3ccccc23)C(=O)N1Cc1ccc(CN2C(=O)NC(Cc3c[nH]c4ccccc34)C2=O)cc1 (stereo not given)	9%	nt	nt	10%	0.1%	13%	-12%	11%	-5.1%	1.1
O=C(O)CSc1nnc(-c2cccs2)n1-c1ccc(Cl)cc1	3%	-6	771	6%	-0.2%	0%	3%	41%	1.4%	1.1
COc1ccc(CN2CCCC(C(=O)c3cccc(C(F)(F)F)c3)C2)cc1O (stereo not given)	4%	19	564	4%	0.8%	1%	3%	-6%	3.8%	1
C/C(=N\NC(=O)c1cc(C)[nH]n1)c1cccs1	-6%	7	679	-5%	-0.1%	7%	4%	8%	-3.4%	1.1
Cc1ccc(C#N)c(SCC(=O)Nc2nccs2)n1	12%	-12	631	10%	-0.9%	-1%	-4%	4%	-7.6%	1.1
COC(=O)c1cc(=O)n(Cc2cccs2)c(=Nc2ccccc2)s1	nt	-5	588	nt	-0.1%	8%	-1%	4%	nt	nt
COc1cccc(-c2nnn(C/C(N)=N/O)n2)c1	-6%	-16	545	5%	-0.2%	1%	7%	-3%	0.1%	1.2
COc1ccc(/C=C/C2=NN(Cc3ccccc3)C(=O)CC2)cc1	-2%	-28	726	-4%	0.0%	4%	-5%	0%	-9.5%	1
O=C(NCc1ccccn1)c1cc(S(=O)(=O)N2CCN(c3ccccc3)CC2)ccc1Cl	14%	nt	nt	-9%	1.1%	6%	-4%	16%	-1.1%	1
CCCC(=O)Nc1ccc(Cl)c(NC(=S)NC(=O)c2ccco2)c1	7%	-2	644	7%	2.0%	5%	4%	4%	2.7%	1.1
Cc1ccc(N2CCN(/N=C/c3sccc3C)CC2)cc1	6%	-6	661	3%	3.6%	5%	11%	5%	-3.3%	1.2
CCC(CC)C(=O)Nc1cccc(C(=O)NCc2ccco2)c1	-12%	-1	706	-4%	i	4%	-10%	-11%	-5.4%	1.2
O=C(CN1CCN(c2ccccc2)CC1)N1CCN(c2ccccc2)CC1	-1%	nt	nt	-4%	2.2%	14%	-1%	10%	-1.5%	1.1
COc1ccccc1C(c1nnnn1C(C)(C)C)N1CCN(C(=O)c2ccco2)CC1 (stereo not given)	8%	nt	nt	8%	0.2%	0%	-4%	14%	0.1%	1.1
CSc1ccccc1NC(=O)c1onc(C)c1Cl	-2%	nt	nt	-7%	0.1%	6%	4%	-2%	-0.7%	1.3
CCc1cccc(CC)c1NC(=O)CO/N=C(\C)c1cccs1	3%	-16	675	7%	-0.5%	0%	-2%	5%	-11%	1.1
CC(C)CC(NC(=O)C(CC(C)C)NC(=O)OC(C)(C)C)C(N)=O (stereo not given)	-8%	-10	730	-9%	0.9%	-2%	2%	-6%	-6.9%	1.1
O=C(/C=C/c1ccco1)NC(=S)Nc1ccc(Cl)cn1	7%	-19	768	10%	-0.2%	23%	-11%	1%	-21%	1.2
COc1cccc(NC(=O)CN2CCSc3ccccc32)c1	-46%	-18	727	-53%	-0.1%	-6%	10%	3%	-3.8%	1

Compounds listed so far that have a nitro group on carbon (3):
SMILES	human PMI inhibitors	Hep lipid drop	Hep lipid drop cells 6.5 µM	PMI inhibitors	UTI89 phage lysis	M1AAP inhibition	Siah-1 displacement	M17LAP inhibition	XIAP displacement	TNAP activation fold
O=[N+]([O-])c1cc(/C=N/O)ccc1Oc1ccccc1Cl	11%	0	718	10%	0.0%	2%	-1%	2%	0.2%	1
Cc1c(Br)c([N+](=O)[O-])nn1CC(=O)N1CCc2ccccc2C1	3%	-25	645	-6%	0.2%	7%	1%	-2%	1.9%	1.1
Cc1ccc(-n2nc3ccc(NC(=O)c4cccc([N+](=O)[O-])c4C)cc3n2)cc1	-7%	28	486	4%	0.1%	1%	7%	-8%	-1.9%	1.1

The listing continues.
SMILES	human PMI inhibitors	Hep lipid drop	Hep lipid drop cells 6.5 µM	PMI inhibitors	UTI89 phage lysis	M1AAP inhibition	Siah-1 displacement	M17LAP inhibition	XIAP displacement	TNAP activation fold
CCOc1ccc(-n2c(SCC(=O)Nc3ccccc3CC)nc3n[nH]c(C)c3c2=N)cc1	-4%	-2	671	-2%	nt	2%	10%	13%	-2.2%	1.1
O=C(CCc1ccc(S(=O)(=O)N2CCOCC2)cc1)NCCc1ccccn1	-3%	-12	719	3%	0.3%	1%	0%	-2%	-5.3%	1
O=C(NC(=S)Nc1ccccc1Cl)c1csnn1	-18%	nt	nt	-13%	-1.6%	-3%	-4%	8%	-6.8%	1
CCOC(=O)C(C)Oc1cccc2c(=O)n(CC(=O)Nc3ccc(OCC)cc3)ccc12 (stereo not given)	8%	-10	523	8%	2.1%	-7%	1%	5%	-6.5%	0.9
O=C(Nc1cc2ccccc2oc1=O)c1ccccc1	-10%	2	663	-16%	nt	13%	0%	4%	-6.0%	1.1
O=C(CN1CCC(C(=O)c2cccc(Cl)c2)CC1)Nc1ccc(C(=O)O)cc1	9%	1	698	9%	-3.6%	10%	2%	5%	-3.6%	1.1
Cc1ccccc1-c1nc(CS(=O)CC(=O)NCCCN(C)c2ccccc2)c(C)o1 (stereo not given)	0%	nt	nt	0%	-0.4%	0%	3%	8%	-4.1%	1.1
Cc1ccc(/C=C/C(=O)N(Cc2cccs2)C2CCS(=O)(=O)C2)cc1 (stereo not given)	nt	-6	694	nt	nt	11%	-2%	3%	nt	nt
CCc1ccc(/C=C2\Oc3cc(OC(=O)N4CCOCC4)ccc3C2=O)cc1	18%	-1	655	19%	2.7%	12%	-2%	5%	-11%	1.1
